# DNA FID counter = displaces DNA intercalator in HCV helicase counter-screen; DNA fluorescent intercalator displacement, fluorescence; inhibition, % at 7.9 µM; hit rate 0.17% among 290,000; AID 1845; in the data active = inhibition above about 37%;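 note: 0% = vehicle and 100% = reference compound; higher means more ethidium bromide displaced from hairpin DNA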
# SUMO HTRF inh = SUMOylation inhibition | P63279 | HTRF SUMOylation assay, SAE1/SAE2 + UBC9, in vitro | inhibition, % at 35 µM | hit rate 0.36% among 290,000; in the data active = inhibition above about 50%, passing the limit was not always enough; note: strong numbers were not always called active
# IDE act = activators of human insulin-degrading enzyme in cells. P14735. HEK cells, FAbeta-B cleavage, fluorescence polarization; 0% vehicle, 100% cell-free pure enzyme wells. activation, % at 5.96 µM. hit rate 0.073% among 340,000. AID 493087;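 active = activation above the mean of all tested compounds plus 3 SD, set per screening campaign, cut at about 17% in these data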
# pCIP destab = compounds decreasing mouse p/CIP protein stability. Q05BA5. F442A p/CIP-EGFP cells, EGFP fluorescence, 16 h. decrease of EGFP signal, % at 10 µM. hit rate 0.01% among 290,000. AID 1984;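 active = EGFP signal decrease of at least 30% at 10 µM or well 3 SD below plate mean, unless failing retest; inactive = the rest, including hits failing retest or dose response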; note: some compounds called inactive have numbers as strong as hits; many of its hits are not listed in these tables
# VIM-2 inh = inhibitors of Pseudomonas aeruginosa VIM-2 metallo-beta-lactamase | purified VIM-2, nitrocefin hydrolysis, epi-absorbance fluorescence | inhibition, % at 5.6 µM | hit rate 0.89% among 290,000;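 active = inhibition above the mean of all tested compounds plus 3 SD, cutoff set per screening run, cut at about 7.5% in these data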;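 note: red hydrolysis product quenches plate fluorescence so inhibitors raise well fluorescence; 0% = enzyme with DMSO and 100% = DMSO without enzyme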
# IMP-1 inh = blocks Pseudomonas aeruginosa IMP-1 metallo-beta-lactamase | purified IMP-1, nitrocefin hydrolysis, epi-absorbance fluorescence | inhibition, % at 5.6 µM | hit rate 0.45% among 290,000 | AID 1556;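 active = inhibition above the mean plus 3 SD of all compounds in the same screening run, cut at about 4.5% in these data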;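 note: 0% = IMP-1 with DMSO and 100% = DMSO wells lacking enzyme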
#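 system = purified recombinant IMP-1 beta-lactamase | amount = 0.2 nM IMP-1, as dispensed | medium = HEPES buffer pH 7.1 with ZnSO4 and Brij 35 | times = 25 °C, 15 min preincubation, 25 min reaction | detection = plate fluorescence quenching by hydrolysis product, ex 480/em 530 nm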
# PHOSPHO1 inh = PHOSPHO1 (human) inhibition; AID 1565; Q8TCT1; inhibition, % at 13.3 µM; hit rate 1.1% among 290,000; recombinant PHOSPHO1, absorbance phosphatase assay; in the data active = inhibition above about 60%
# NS3 helicase inh = inhibitors of Hepatitis C virus NS3 helicase; inhibition, % at 10.9 µM; NS3 helicase DNA unwinding, Cy5 molecular beacon fluorescence; hit rate 0.56% among 290,000; AID 1800;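 active = inhibition above the mean of all tested compounds plus 3 SD, set per campaign, cut at about 35% in these data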;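 note: 0% = DMSO wells and 100% = thioflavine S control wells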
#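 Material: hepatitis C virus NS3 helicase domain fragment enzyme; measured by: Cy5 fluorescence, 0 and 60 min reads; control set: DMSO and thioflavine S; incubation: 60 min unwinding reaction at 25 °C after ATP addition; read-out basis: % inhibition from 60/0 min fluorescence ratio, DMSO 0%, thioflavine S 100%; repeats: singlicate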
# MEKK3 PB1 HTS = modulators (inhibitors or enhancers) of MEK5 binding to human MEKK3 PB1 domain; binding response (% of control), % at 10 µM; bead-based flow cytometry, Alexa488-MEK5 binding to MEKK3; actives lie on both sides; 0 = blocked by unlabeled MEK5, 100 = vehicle; hit rate 1.4% among 290,000; Q99759;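 active = binding response more than 3 SD above or below the average of its plate-row segment, actives on both sides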;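 note: Alexa488 bead fluorescence after subtracting the streptavidin-only scavenger bead signal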
# * hit, by the source's call; nt = not tested or not shown; [ ] = another dose, or the depositor's remark. Some of the compounds tested. The share of hits here may be higher or lower than overall.
SMILES,DNA FID counter,SUMO HTRF inh,IDE act,pCIP destab,VIM-2 inh,IMP-1 inh,PHOSPHO1 inh,NS3 helicase inh,MEKK3 PB1 HTS
CCCn1c(C(O)c2ccc3c(c2)OCO3)nc2ccccc21 (stereo not given),-5,13,3,-2,-4.0,-4.3,26,4,107
O=C(/C=C/c1cccc(F)c1)N1CCc2ccccc21,-7,-2,-4,5,2.6,0.5,-10,-8,102
CCN(CC)S(=O)(=O)c1cc(C(=O)O)c(Cl)cc1Cl,-1,16,2,0,-0.6,-1.0,4,-17,105
Fc1ccc(-c2cc(C(F)(F)F)nc(-n3cncn3)n2)cc1,-12,0,4,-2,9.7*,-3.2,4,11,106
COc1ccc(NC(=O)C2CCN(S(=O)(=O)c3c(C)noc3/C=C/N(C)C)CC2)cc1,-30,8,3,-4,-2.1,-2.9,44,4,97
COC(=O)C(=C/C=C/N1CCOCC1)C(=O)OC,-3,1,nt,4,-1.4,-1.0,8,-1,106
NC(=O)C(c1ccc(Cl)cc1)c1ccc(Sc2ccc(Cl)cc2)nn1 (stereo not given),-28,-12,6,0,-1.2,-2.1,-4,-8,102
Cc1ccc(S(=O)(=O)Oc2ccccc2/C=N/NC(N)=S)cc1,-10,8,-3,-3,-3.3,-3.0,0,2,97
Cn1c(=O)n(C)c2cc([N+](=O)[O-])c(N3CCN(S(=O)(=O)c4ccc(C(C)(C)C)cc4)CC3)cc21,-5,-13,5,-8,0.6,-3.0,15,-1,102
Cc1c(N2C(=O)CS/C2=N\N=C\c2ccc(Br)cc2)c(=O)n(-c2ccccc2)n1C,-25,-28,1,3,-4.9,-0.9,36,2,103
CCn1ccnc1CN(C)C(=O)c1ccc2nc(Cc3ccc(OC)cc3)oc2c1,-14,-2,-2,7,-1.5,-5.4,12,4,100
CCOc1ccc(NC(=O)CSc2nc(C)c3c(c2C#N)CCCC3)cc1,-5,6,6,-7,-1.8,-1.5,23,-1,101
COc1ccc(CC(=O)NCc2nnc(SCc3ccc(C)cc3)n2C)cc1,-9,-5,4,-4,-1.7,-0.2,-15,4,97
CC(C)OCCCNc1ncc2c(n1)CC(c1ccccc1)CC2=O (stereo not given),-28,-14,-2,-4,-5.3,-2.7,-2,12,108
COc1cc(/C=N/NC(=O)Cn2nc([N+](=O)[O-])cc2C)cc(Br)c1OCc1ccccc1,1,-2,-1,-19,-1.7,-2.4,16,-8,100
CCN(CC)C(=O)Cn1c(=O)n(CC(=O)N2CCCCC2)c(=O)c2sccc21,-10,10,-2,1,-2.4,-2.6,23,8,102
Cc1ccc(-n2nc3ccc(NC(=S)NC(=O)/C=C/c4ccco4)cc3n2)cc1,-5,37,-13,-8,-1.6,-0.7,7,13,102
CCCN(CCC)CC(O)Cn1cc(/C=C/C(=O)c2ccccc2)c2ccccc21 (stereo not given),20,-2,4,-9,-1.5,-1.1,-17,-45,88
Cc1onc(-c2ccccc2)c1C(=O)NC(=S)Nc1sc2c(c1C#N)CCC(C)C2 (stereo not given),-1,-3,-10,-2,-1.8,-4.8,24,0,100
O=c1[nH]c2ccccc2n1CCCN1CCCCC1,0,11,-2,5,-3.0,-2.6,29,3,96
Cc1cccc(Oc2ccc3c(c2)cc(C(=O)O)n3C)c1,-25,12,1,-4,-2.3,-3.3,29,0,101
Cc1cccc(C)c1-n1c(C)nn(CC#N)c1=O,-1,10,1,-5,-3.1,-3.3,15,5,106
Cc1c(C(=O)Nc2ccc(Cl)cc2)c2ccccn2c1C(=O)c1ccc(F)cc1,-7,31,0,-2,-1.3,-2.2,-2,-5,110
CCN(CC)C(=O)c1cc(Cl)ccn1,-1,11,0,7,3.5,1.1,34,11,89
CC(Cl)C(=O)Nc1cc(C(F)(F)F)ccc1N1CCOCC1 (stereo not given),0,1,-1,-2,-1.0,-0.8,-8,-22,103
COc1ccc(CC(C(=O)Nc2ccc(OC)cc2)c2nn[nH]n2)cc1 (stereo not given),-13,17,8,-10,2.0,-0.1,40,-5,93
O=c1[nH]c(SCc2cccc(Cl)c2)nc2[nH]ncc12,-11,-3,-4,11,-0.8,-1.8,32,-4,117
COc1cc([N+](=O)[O-])ccc1NC(=O)Nc1cccnc1,8,11,-9,10,-1.4,-4.2,34,1,100
CC(C)(C)c1ccc(CN(Cc2ccco2)Cc2nnnn2C2CCCC2)cc1,-21,-8,-2,-17,0.3,-1.4,42,4,101
CCn1c(CC(=O)Nc2ccc(C)cc2)nnc1SCC(=O)NCCc1ccccc1,-28,-27,-6,3,-1.5,-2.4,-8,0,114
Cc1ccc(NC(=O)ON=C2CCCC2)cc1,-5,0,4,-5,-4.0,-2.0,-3,11,104
Cc1oc(-c2ccc3c(c2)OCCO3)cc1C(=O)NC(Cc1ccccc1)C(=O)O (stereo not given),-32,14,-3,-6,0.1,-1.5,22,6,99
NC1=NC(=O)S/C1=C\c1ccc(O)cc1,2,-1,7,4,-0.6,-0.8,-10,-4,99
Cc1c(C(=O)OCC(=O)Nc2ccccc2OC(F)F)cccc1[N+](=O)[O-],-12,-10,-6,2,-1.7,-1.9,-13,7,100
Cc1ccc(NC(=S)Nc2cccc3ccccc23)cc1F,-5,98,-1,0,-4.2,-1.8,21,11,98
c1ccc(CSc2ncnc3c2oc2ccccc23)cc1,0,nt,-7,nt,-0.8,-1.5,nt,-7,112
O=C(O)c1cnc2ccccc2n1,7,8,-1,-5,-1.9,-3.5,22,8,99
COc1cccc(NS(=O)(=O)NC(=O)c2cn(C)c3ccccc23)c1,5,5,5,11,-1.0,-1.9,16,-12,99
O=C(Nc1ccnn1C1CCN(C(=O)c2ccc(F)c(Cl)c2)CC1)C1CC1,-15,-3,-6,-15,-3.5,-3.1,33,4,101
Cc1cc(C(=O)Nc2ccccc2)c(C)o1,-1,4,-1,8,-4.8,-3.4,6,-3,nt
Nc1nonc1C(=O)NCCNS(=O)(=O)c1ccc(F)cc1,-5,5,5,2,0.1,-1.8,-3,3,101
COc1ccc(NC(=O)CSc2nc3c([nH]c4ccccc43)c(=O)n2C)cc1,-2,12,9,-2,-3.2,-3.1,29,4,102
C#CC[N+](C)(C)CCCCCCCC,1,-4,-1,5,-1.0,-2.0,-7,4,117
COc1ccc(C(=O)N2c3ccccc3CC2C)cc1OC (stereo not given),-15,8,5,-6,1.5,-5.4,-79,1,105
Cc1sc(NC(=O)CSc2ncn(-c3ccccc3)n2)nc1-c1ccccc1,-10,11,-3,-14,-3.2,-4.1,1,-17,109

# VIM-2 inh: entries above that show a hit
Structure | SUMO HTRF inh | IDE act | pCIP destab | VIM-2 inh | IMP-1 inh | PHOSPHO1 inh | NS3 helicase inh | MEKK3 PB1 HTS
Fc1ccc(-c2cc(C(F)(F)F)nc(-n3cncn3)n2)cc1 | 0 | 4 | -2 | 9.7* | -3.2 | 4 | 11 | 106

# Following part:
SMILES,DNA FID counter,SUMO HTRF inh,IDE act,pCIP destab,VIM-2 inh,IMP-1 inh,PHOSPHO1 inh,NS3 helicase inh,MEKK3 PB1 HTS
CN(C)S(=O)(=O)c1ccc(C(=O)NCC(C)(C)CN=C2NS(=O)(=O)c3ccccc32)cc1,-31,7,1,-8,1.6,-2.4,10,-9,105
COC(c1ccc(Cl)cc1)(c1ccc(Cl)cc1)C(Oc1nccc(C)n1)C(=O)O (stereo not given),-30,1,0,9,-1.2,-1.2,9,30,97
COc1ccc(N2CCN(C(CNS(=O)(=O)c3ccc4c(c3)OCCO4)c3ccco3)CC2)cc1 (stereo not given),-10,-5,-2,2,0.1,0.5,23,-20,94
CCOP(=O)(OCC)/C(=N/OC(=O)c1cccc([N+](=O)[O-])c1)C(N)=O,3,11,9,-8,-3.0,-2.9,40,-6,91
CCCCCn1nnc2c(=O)oc3ccccc3c21,9,-13,5,17,-0.1,-2.7,16,-1,104
Nc1cccc(-c2cnc3ccccc3n2)c1,-2,4,0,-7,-1.4,-4.5,-19,5,103
COc1ccc2cc3c(N)nn(C(=O)c4ccccc4[N+](=O)[O-])c3nc2c1,4,6,-5,12,-2.8,-1.5,-2,-6,72*[inhibitor]
COc1ccccc1C1(O)CCN(CC(=O)Nc2nc(-c3ccccc3)cs2)CC1,7,3,-3,-8,-3.0,0.2,32,-44,98
COc1ccc(/C=C/C(=O)N(C(C)C)C(C)C)cc1Br,-15,1,-2,-11,0.7,-1.7,-3,-3,107
O=C(Nc1ccc2c(c1)OCCO2)c1ccc(Cl)c([N+](=O)[O-])c1,7,-1,5,-1,-1.6,-2.5,-6,0,100
O=C(Nc1ccccc1N1CCCC1)c1cccc(F)c1,-1,4,0,-9,-1.8,-3.0,nt,-6,102
Nc1ncc([N+](=O)[O-])c(N2CCCCCC2)n1,-2,5,4,-4,-0.8,-3.3,14,1,100
COC(=O)c1ccccc1S(=O)(=O)NCc1nc2nc(C)cc(C)n2n1,-5,6,0,-6,-4.0,-3.8,28,8,102
Cc1nc2scc(C)n2c(=O)c1S(=O)(=O)NCc1ccc(F)cc1,-2,20,0,-3,-0.1,0.4,28,12,94
CN(C)c1ccc(N2C(=NC(=O)COc3ccccc3)SC3CS(=O)(=O)CC32)cc1 (stereo not given),-34,18,-1,-11,-1.4,-1.8,12,-2,99
O=C(NCCO)c1scc2c1OCCO2,2,26,9,-3,-0.6,-1.3,-1,6,104
Cc1nn(C)cc1/C=N/NC(=O)C(C)(C)Oc1ccc(Cl)cc1,-5,12,5,1,-3.3,-2.2,1,4,89
COC(=O)CCCC1=CC2=C(c3ccccc3)C(=O)C(C)(OC(=O)C3CCCC3)C(=O)C2=CN1c1ccccc1 (stereo not given),nt,9,7,-10,nt,nt,13,nt,128*
Cc1onc(-c2c(Cl)cccc2Cl)c1C(=O)NC1C(=O)N2C1SC(C)(C)C2C(=O)O (stereo not given),-36,2,4,3,2.3,-0.4,-8,23,77
O=C(CNc1cccc(S(=O)(=O)N2CCOCC2)c1)Nc1ccccc1F,-11,-10,5,2,-1.4,-3.5,-6,0,103
CCOC(=O)C1(Cc2cccc(OC)c2)CCN(Cc2cc(OC)ccc2OC)CC1,15,12,6,13,-2.1,-2.1,31,-16,101
CCOc1ccccc1C1C(C#N)=C(N)SC(N)=C1C#N,2,-11,-7,-9,-2.4,-1.1,70*,5,nt
COc1ccc(C)c(NC(=O)C2CC(=O)NC3=C2C(=O)CCC3)c1 (stereo not given),-2,-2,-8,-14,0.2,-1.0,37,-1,86
O=C(O)Cn1nnc(-c2ccc(OCc3ccccc3)cc2)n1,-30,nt,-1,nt,-2.4,-2.4,nt,-4,108
O=C(COC(=O)c1cnc(Cl)c(Cl)c1)Nc1ccc(S(=O)(=O)N2CCCC2)cc1,-5,-13,-3,2,-0.8,-1.2,0,7,100
CC1(C)CC(=O)C2=C(C1)NCN(CCCN1CCOCC1)C2,nt,29,3,-9,nt,nt,-11,nt,121

# 2 entries from above, with two lines to a compound.
# Every second line gives: DNA FID counter, SUMO HTRF inh, IDE act, pCIP destab, VIM-2 inh, IMP-1 inh, PHOSPHO1 inh, NS3 helicase inh, MEKK3 PB1 HTS
- Cc1nn(C)cc1/C=N/NC(=O)C(C)(C)Oc1ccc(Cl)cc1
→ -5, 12, 5, 1, -3.3, -2.2, 1, 4, 89
- COC(=O)CCCC1=CC2=C(c3ccccc3)C(=O)C(C)(OC(=O)C3CCCC3)C(=O)C2=CN1c1ccccc1 (stereo not given)
→ nt, 9, 7, -10, nt, nt, 13, nt, 128*
